aSyn yeast inh = rescues yeast growth from alpha-synuclein toxicity; hit rate 0.14% among 370,000; Yeast expressing alpha-synuclein, growth rescue, BacTiter-Glo, 24 h; Potency, µM (top dose mostly 46.1 µM), without a hit: top-dose growth rescue (activation), hits mostly activators; AID 652106; note: potency is the fitted concentration of half-maximal effect; % of control where 0% means no effect; nearly all actives have a fitted effect of over 65% in size
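Galactose-induced alpha-syn yeast (OD600=0.02, raffinose-pregrown) + pinned cpd, 24 hr, 30 deg C; growth by BacTiter-Glo luminescence. Growth restoration scores as activation.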
DRD3 agonist = D3 dopamine receptor (human) agonism; P35462; D3R DiscoveRx beta-arrestin cells, luminescence, 90 min; max activation, %; hit rate 0.58% among 410,000; AID 652048; in the data active = max activation above about 30%; note: 0% is about no effect; mostly tested at two doses, the higher about 12 µM
Target sequence (P35462 whole entry, looked up): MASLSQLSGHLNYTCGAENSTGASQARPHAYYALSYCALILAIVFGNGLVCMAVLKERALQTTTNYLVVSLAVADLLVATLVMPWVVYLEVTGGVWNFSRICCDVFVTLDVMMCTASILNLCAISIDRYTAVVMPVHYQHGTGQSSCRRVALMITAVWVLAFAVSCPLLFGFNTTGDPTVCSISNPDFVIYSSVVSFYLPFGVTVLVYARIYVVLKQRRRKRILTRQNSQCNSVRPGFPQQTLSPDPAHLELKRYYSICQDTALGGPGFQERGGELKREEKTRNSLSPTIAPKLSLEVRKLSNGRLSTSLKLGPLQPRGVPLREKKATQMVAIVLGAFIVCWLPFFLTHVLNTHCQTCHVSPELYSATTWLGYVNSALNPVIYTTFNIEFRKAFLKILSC
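Cells at 1500/well, incubated overnight, then treated with pinned compounds (dopamine as control) for 90 min at 37 degrees C. DiscoveRx reagent added for 30 - 60 minutes at room temperature; luminescence read.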
D3 antag = D3 dopamine receptor (human) antagonism; hit rate 2.5% among 360,000; max response, negative = inhibition, %; D3R cells, DiscoveRx beta-arrestin luminescence, antagonist mode; stronger effect = lower value; P35462; in the data active = max response below about -50%; inconclusive = no clear call, values can overlap the other calls; note: % is set by controls: 0 for no effect and ±100 for the full control effect; mostly tested at two doses, the higher about 12 µM
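Cells expressing the human receptor were seeded at 1500 cells/well, incubated overnight at 37 degrees C in 5% CO2, then exposed to library compounds with dopamine controls for 90 minutes at 37 degrees C before luminescent detection.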
TDP43 rescue = TDP-43 toxicity inhibition in yeast. TDP-43 expressing yeast growth rescue, BacTiter-Glo, 24 h. Potency, µM (highest dose often 46.1 µM), for the others: top-dose growth rescue (activation), most hits filed as activators. hit rate 1.8% among 410,000; note: potency is the fitted concentration of half-maximal effect; % of control where 0% means no effect; nearly all actives have a fitted effect of over 50% in size
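Growth rescue of TDP-43-toxic yeast measured as ATP luminescence (BacTiter-Glo). Cells grown to mid-log in raffinose, induced in galactose at OD600=0.02, exposed to compound 24 hr at 30 deg C.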
EPAC2 antagonist = antagonists of human EPAC2 | Potency, µM (series often up to 114 µM), inactives show at the highest dose activity, negative = inhibition, hits mostly inhibitors | EPAC2 GEF exchange of Rap1B-BODIPY-GDP, fluorescence | hit rate 0.18% among 360,000 | Q8WZA2; note: potency is the fitted concentration of half-maximal effect; % is set by controls: 0 for no effect and ±100 for the full control effect; nearly all actives have a fitted effect of over 45% in size; many of its hits are not listed in these tables
Abeta rescue = compounds reversing amyloid beta toxicity in yeast; yeast expressing A-beta42, growth rescue, OD600, 48 h; response scale: 0% DMSO, 100% iron-clioquinol control; hit rate 0.063% among 410,000; Potency, µM (top dose mostly 46.1 µM), without a hit: top-dose growth rescue, actives largely listed as activators; note: potency is the fitted concentration of half-maximal effect; nearly all actives have a fitted effect of over 55% in size
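Yeast A-beta toxicity model in growth medium with pinned compounds, 48 h at 30 C; growth read as absorbance at 600 nm. Normalized to FeCl3/clioquinol equimolar mix (positive) and DMSO (negative).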
FUS yeast rescue = FUS proteinopathy suppression in yeast | hit rate 0.24% among 390,000 | Potency, µM (top dose mostly 76.6 µM), for inactives: top-dose growth rescue (activation), most hits filed as activators | AID 1347120 | S. cerevisiae FUS-expressing, growth rescue, OD600, 24 h;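 note: potency is the fitted concentration of half-maximal effect; plate controls were DMSO vehicle for no effect and reference control for full effect; nearly all actives have a fitted effect of over 55% in size; some results filed as inactive show a strong effect at the top dose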
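Toxicity suppression screen in FUS-yeast. Cells induced with 2% galactose, starting OD 0.005, treated 24hr at 30C with compounds at multiple final concentrations; growth by OD600.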
EPAC2 agonist = activates human EPAC2 exchange factor; AID 720711; EPAC2 activation, biochemical qHTS; response scale: 100% = 6.5 mM cAMP response; Potency, µM (titrated, usually from 154 µM), inactives show top-dose activation, actives largely listed as activators; Q8WZA2; hit rate 0.079% among 360,000; note: potency is the fitted concentration of half-maximal effect; nearly all actives have a fitted effect of over 50% in size
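Compounds were titrated in qHTS against a Rap1B-BODIPY-GDP (250 nM) complex with EPAC2 (100 nM) and GDP (50 uM). BODIPY-GDP release tracked at 480/540 nm over 30 min at room temperature, normalized to 6.5 mM cAMP.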
* = called active by the depositor; & = joins results of further samples; [ ] = another dose, or the depositor's remark. Unless noted, calls come from the whole dose curve; as a rule, active = well fitted curve in the direction sought with a large enough effect; inconclusive = small, poorly fitted or top-dose-only effect, or another doubt; inactive = no such curve, though single readings can be large; an effect the other way counts as inactive or inconclusive.

CCOc1ncccc1C(=O)N1CCN(S(=O)(=O)c2cccs2)CC1 was read as aSyn yeast inh 1%, DRD3 agonist -1, D3 antag 0, TDP43 rescue 8%, EPAC2 antagonist 11%, Abeta rescue -10%, FUS yeast rescue -16% and EPAC2 agonist 8%.
`O=C(Nc1cccnc1)Nc1ccc2c(c1)OCO2` gave DRD3 agonist -1, D3 antag -23, TDP43 rescue -9%, EPAC2 antagonist 4%, Abeta rescue -18%, FUS yeast rescue -2% and EPAC2 agonist 3%.
Screening O=C(Nc1ccc(Br)cc1)c1csc(-c2ccncc2)n1 returned aSyn yeast inh -6%, DRD3 agonist -3, D3 antag 0, TDP43 rescue inconclusive, EPAC2 antagonist 6%, Abeta rescue -21%, FUS yeast rescue 18% and EPAC2 agonist 6%.
CCOC(=O)Cn1c(CN2CCN(C(c3ccccc3)c3ccccc3)CC2)nc2c1c(=O)n(C)c(=O)n2C was read as aSyn yeast inh 1%, DRD3 agonist -12, D3 antag 5, TDP43 rescue 7%, EPAC2 antagonist -23%, Abeta rescue -10%, FUS yeast rescue 13% and EPAC2 agonist 0%.
CCN(CC)Cc1cc(NC2=NS(=O)(=O)c3ccccc32)ccc1OC(=O)C(C)C was read as aSyn yeast inh -13%, DRD3 agonist 5, D3 antag inconclusive, TDP43 rescue 0%, EPAC2 antagonist 9%, Abeta rescue 16%, FUS yeast rescue 4% and EPAC2 agonist -1%.
Screening Cc1noc(C)c1COC(=O)c1ccc2ccccc2n1 returned aSyn yeast inh -4%, DRD3 agonist -3, D3 antag -5, TDP43 rescue -1%, EPAC2 antagonist -1%, Abeta rescue -6%, FUS yeast rescue 2% and EPAC2 agonist 4%.
Screening COc1cc(C2C(C#N)=C(N)Oc3cc4c(cc32)OCO4)cc(OC)c1OC (stereo unspecified) returned aSyn yeast inh -2%, DRD3 agonist -7, D3 antag -12, TDP43 rescue 13%, EPAC2 antagonist 1%, Abeta rescue 2%, FUS yeast rescue 29% and EPAC2 agonist -5%.
`CC(=O)Oc1ccc(OC(C)=O)c2c1CC(C)=C(C)C2` gave aSyn yeast inh 1%, DRD3 agonist -1, D3 antag -10, TDP43 rescue -17%, EPAC2 antagonist inconclusive, Abeta rescue 7%, FUS yeast rescue -23% and EPAC2 agonist 7%.
For CCOc1ccc(S(=O)(=O)NCc2cccs2)cc1 the results were aSyn yeast inh 3%, DRD3 agonist -8, D3 antag 19, TDP43 rescue 3%, EPAC2 antagonist 1%, Abeta rescue -4%, FUS yeast rescue 4% and EPAC2 agonist 4%.
Screening Cc1c(OCC(=O)NCC(O)c2ccccc2)ccc2c(-c3ccccc3)cc(=O)oc12 (stereo unspecified) returned aSyn yeast inh 2%, DRD3 agonist 33*, D3 antag 35, TDP43 rescue 23%, EPAC2 antagonist -15%, Abeta rescue -10%, FUS yeast rescue 9% and EPAC2 agonist 1%.
Screening CCCN(C(=O)c1cc2c(s1)-c1c(C)cccc1OC2)c1ccc(OCC)cc1 returned DRD3 agonist 5, TDP43 rescue 17%, Abeta rescue 6% and FUS yeast rescue -11%.
NS(=O)(=O)c1ccc(CCNC(=O)CCn2c(=O)c3cccn3c3cccnc32)cc1 was read as DRD3 agonist 15, TDP43 rescue 11%, Abeta rescue -18% and FUS yeast rescue -23%.
For CCc1nc2ccc(C(=O)N3CCN(c4ccc(Cl)cc4)CC3)cc2nc1CC the results were aSyn yeast inh 1%, DRD3 agonist 1&4, D3 antag -2, TDP43 rescue 15%, EPAC2 antagonist -14%, Abeta rescue inconclusive, FUS yeast rescue 27%&13% and EPAC2 agonist 18%.
For COc1ccc(OC)c(Nc2nc3nonc3nc2N2CCCC(C)C2)c1 (stereo unspecified) the results were aSyn yeast inh -12%, DRD3 agonist -5, D3 antag 7, TDP43 rescue -21%, EPAC2 antagonist 2%, Abeta rescue -2%, FUS yeast rescue 10% and EPAC2 agonist -1%.
Screening CCN(CC)CCCNC(=O)CCCn1ncn2c(cc3occc32)c1=O returned DRD3 agonist -3, TDP43 rescue 1%, Abeta rescue -9% and FUS yeast rescue -17%.
`CC(O)CSc1nc2c(c(=O)[nH]c(=O)n2C)n1Cc1ccccc1Cl` (stereo unspecified) gave aSyn yeast inh -5%, DRD3 agonist 6, D3 antag -2, TDP43 rescue -18%, EPAC2 antagonist -3%, Abeta rescue 9%, FUS yeast rescue 6% and EPAC2 agonist 2%.
`Cc1ccc(OCc2nc(-c3ccc(C(=O)NCCc4ccc(S(N)(=O)=O)cc4)cc3)oc2C)cc1` gave DRD3 agonist 7, TDP43 rescue 12%, Abeta rescue 0% and FUS yeast rescue 8%.
Cc1noc(C)c1NC(=O)N(C)C[C@H]1Oc2c(NC(=O)c3ccncc3)cccc2C(=O)N([C@H](C)CO)C[C@@H]1C was read as aSyn yeast inh 5%, DRD3 agonist -3, D3 antag 45, TDP43 rescue -1%, EPAC2 antagonist -8%, Abeta rescue 21%, FUS yeast rescue -2% and EPAC2 agonist 4%.
For CCOc1ccc(NC(=O)CN(C)C(=O)c2cc(C)oc2C)cc1OCC the results were aSyn yeast inh 8%, DRD3 agonist 3, D3 antag 17, TDP43 rescue 11%, EPAC2 antagonist 3%, Abeta rescue -10%, FUS yeast rescue -2% and EPAC2 agonist -9%.
For CC(C)C(=O)Nc1ccc(N2CCOCC2)c(S(=O)(=O)Nc2ccccc2Cl)c1 the results were aSyn yeast inh 7%, DRD3 agonist -12, D3 antag 0, TDP43 rescue -8%, EPAC2 antagonist -14%, Abeta rescue 26%, FUS yeast rescue 39% and EPAC2 agonist 13%.
For COc1ccc(C(=O)OCC(=O)Nc2cc(C)on2)cc1S(=O)(=O)N1CCOCC1 the results were aSyn yeast inh -1%, DRD3 agonist -5, D3 antag -14, TDP43 rescue 3%, EPAC2 antagonist -1%, Abeta rescue -10%, FUS yeast rescue -1% and EPAC2 agonist 4%.
Cc1ccc(C)c(NC(=S)NNC(=O)c2csc(C(C)C)c2)c1 was read as aSyn yeast inh -1%, DRD3 agonist -2, D3 antag 13, TDP43 rescue 9%, EPAC2 antagonist -17%, Abeta rescue inconclusive, FUS yeast rescue 18% and EPAC2 agonist -3%.
`O=C(NCc1ccccc1)N(Cc1cc2cc3c(cc2[nH]c1=O)OCCO3)CC1CCCO1` (stereo unspecified) gave aSyn yeast inh 1%, DRD3 agonist -4, D3 antag 19, TDP43 rescue -5%, EPAC2 antagonist 4%, Abeta rescue 3%, FUS yeast rescue 25% and EPAC2 agonist 2%.
For N#Cc1cccc(Oc2ccc(S(=O)(=O)N3CCCC3)cn2)c1 the results were aSyn yeast inh 1%, DRD3 agonist 5, D3 antag 8, TDP43 rescue 24%, EPAC2 antagonist -21%, Abeta rescue -5%, FUS yeast rescue -3% and EPAC2 agonist 0%.
Screening COc1ccc(CCNC(=O)Cn2nc(C)c3c(C)n(-c4ccccc4)nc3c2=O)c(OC)c1 returned aSyn yeast inh -2%, DRD3 agonist -1, D3 antag -3, TDP43 rescue -10%, EPAC2 antagonist 6%, Abeta rescue -3%, FUS yeast rescue inconclusive and EPAC2 agonist 4%.
Screening Cc1ccccc1N1CCN(CC(=O)Nc2ccccc2C(=O)NC2CC2)CC1 returned aSyn yeast inh -2%, DRD3 agonist -4, D3 antag -15, TDP43 rescue 20%, EPAC2 antagonist 4%, Abeta rescue -2%, FUS yeast rescue 3% and EPAC2 agonist -2%.
For O=C(NCCN1C(=O)S/C(=C\c2ccccc2)C1=O)C1CCN(S(=O)(=O)c2cccs2)CC1 the results were aSyn yeast inh -4%, DRD3 agonist 0, D3 antag 0, TDP43 rescue -13%, EPAC2 antagonist 13%, Abeta rescue -11% and EPAC2 agonist 14%.
Screening O=S(=O)(c1ccc(Cl)cc1)N1CCC2(CC1)CO2 returned aSyn yeast inh 5%, DRD3 agonist 5, D3 antag 9, TDP43 rescue -25%[9.22 µM], EPAC2 antagonist 5%, Abeta rescue -20%, FUS yeast rescue 19% and EPAC2 agonist -5%.
NC(=O)C1CCN(C(=O)CC2C(=O)NCCN2Cc2cccc(Oc3ccccc3)c2)CC1 (stereo unspecified) was read as aSyn yeast inh 12%, DRD3 agonist -5, D3 antag -14, TDP43 rescue 24%, EPAC2 antagonist -2%, Abeta rescue 8% and EPAC2 agonist 5%.
Screening CC(=O)c1ccc(NC(=O)c2sc(-n3nc(C)c(Cc4ccc5c(c4)OCO5)c3C)nc2C)cc1 returned DRD3 agonist 4, TDP43 rescue 13%, Abeta rescue -12% and FUS yeast rescue 13%.

For reference, part of the list above:
NC(=O)C1CCN(C(=O)CC2C(=O)NCCN2Cc2cccc(Oc3ccccc3)c2)CC1 (stereo unspecified) was read as aSyn yeast inh 12%, DRD3 agonist -5, D3 antag -14, TDP43 rescue 24%, EPAC2 antagonist -2%, Abeta rescue 8% and EPAC2 agonist 5%.
Screening CC(=O)c1ccc(NC(=O)c2sc(-n3nc(C)c(Cc4ccc5c(c4)OCO5)c3C)nc2C)cc1 returned DRD3 agonist 4, TDP43 rescue 13%, Abeta rescue -12% and FUS yeast rescue 13%.

Additional compounds:
`O=C(NCc1ccccc1F)C1CCN(c2nnc(-n3cccc3)s2)CC1` gave aSyn yeast inh -1%, DRD3 agonist 1, TDP43 rescue 0%, Abeta rescue 3% and FUS yeast rescue -4%.
`CCOc1ccc(OCc2nnc(SCC(=O)NC3CCS(=O)(=O)C3)n2-c2ccc(Cl)cc2)cc1` (stereo unspecified) gave aSyn yeast inh -8%, DRD3 agonist 16, D3 antag 0, TDP43 rescue 16%, EPAC2 antagonist -9%, Abeta rescue -1%, FUS yeast rescue 40% and EPAC2 agonist 9%.
CC(C)(C)c1ccc(OCCOc2ccc(C(C)(C)C)cc2NC=O)c(NC=O)c1 was read as aSyn yeast inh 1%, DRD3 agonist 5, D3 antag 30, TDP43 rescue 5%, EPAC2 antagonist -22%, Abeta rescue 8%, FUS yeast rescue inconclusive and EPAC2 agonist -12%.
For Cc1noc(C)c1COC(=O)c1cccc(S(=O)(=O)N2CCOCC2)c1 the results were aSyn yeast inh 0%, DRD3 agonist -6, D3 antag 0, TDP43 rescue 12%, EPAC2 antagonist 20%, Abeta rescue 0%, FUS yeast rescue -4% and EPAC2 agonist -7%.
`C1COCCNCCOCCOCCOCCN1` gave aSyn yeast inh -4%, DRD3 agonist -8, D3 antag 12, TDP43 rescue 0%, EPAC2 antagonist -7%, Abeta rescue -2% and EPAC2 agonist 3%.
Screening CCS(=O)(=O)N1CCN(C(=O)c2ccccc2)CC1 returned aSyn yeast inh -1%, DRD3 agonist -2, D3 antag -1, TDP43 rescue 3%, EPAC2 antagonist 4%, Abeta rescue -5%, FUS yeast rescue -6% and EPAC2 agonist -3%.

A portion of the library; count on the stated rates, not on these rows.
